PI5P4K alpha inh: blocks human PI5P4K alpha kinase activity; P48426; PI5P4Kalpha enzyme, ADP-Glo luminescence, 60 min; stronger effect = lower value; max response, %; 1.2% of 330,000 active; AID 652105; active = max response of -50% or lower; inconclusive = between -30% and -50%; inactive = -30% or higher; note: value at the top dose of about 77 µM; % is set by controls: 0 for no effect and ±100 for the full control effect
Target sequence (P48426 whole entry, looked up): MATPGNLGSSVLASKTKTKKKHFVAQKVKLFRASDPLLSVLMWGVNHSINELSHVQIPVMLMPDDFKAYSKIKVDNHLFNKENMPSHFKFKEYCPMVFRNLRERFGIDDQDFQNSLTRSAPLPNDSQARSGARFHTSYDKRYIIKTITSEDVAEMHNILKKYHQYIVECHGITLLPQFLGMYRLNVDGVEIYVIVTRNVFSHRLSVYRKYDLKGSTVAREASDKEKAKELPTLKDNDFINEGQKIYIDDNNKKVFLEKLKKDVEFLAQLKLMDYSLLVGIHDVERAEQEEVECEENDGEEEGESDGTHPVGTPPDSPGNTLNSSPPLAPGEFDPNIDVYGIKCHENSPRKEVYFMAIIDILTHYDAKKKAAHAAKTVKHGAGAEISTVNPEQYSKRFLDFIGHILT
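Compounds were pin-transferred onto PI5P4Kalpha and substrate in HEPES pH 7.4 buffer with EGTA, CHAPS and 5% DMSO. ATP (5 microM final) started the reaction, which ran 60 minutes at room temperature before ADP-Glo detection.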
D3 antag: antagonists of human D3 dopamine receptor; P35462; D3R cells, DiscoveRx beta-arrestin luminescence, antagonist mode; stronger effect = lower value; 2.5% of 360,000 active; AID 652054; max response, negative = inhibition, %; in the data active = max response below about -50%; inconclusive = no clear call, values can overlap the other calls; note: % is set by controls: 0 for no effect and ±100 for the full control effect; mostly tested at two doses, the higher about 12 µM
Target sequence (P35462 whole entry, looked up): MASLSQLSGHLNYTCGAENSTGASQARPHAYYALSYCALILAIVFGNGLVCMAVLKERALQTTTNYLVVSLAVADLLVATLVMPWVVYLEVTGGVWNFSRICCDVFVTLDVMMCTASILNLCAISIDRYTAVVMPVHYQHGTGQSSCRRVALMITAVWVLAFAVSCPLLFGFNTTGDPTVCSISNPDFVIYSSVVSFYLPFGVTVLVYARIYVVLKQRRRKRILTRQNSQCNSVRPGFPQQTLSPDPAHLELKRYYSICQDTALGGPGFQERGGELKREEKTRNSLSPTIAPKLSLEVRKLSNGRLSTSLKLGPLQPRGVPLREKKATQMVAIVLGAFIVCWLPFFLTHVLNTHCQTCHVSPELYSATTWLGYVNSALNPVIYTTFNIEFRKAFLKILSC
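Cells plated overnight at 1500 cells/well, then exposed to library compounds with dopamine controls for 90 minutes at 37 degrees C. DiscoveRx reagent added for 30–60 minutes at room temperature; luminescence read, quantitative HTS format.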
D3 ag: D3 dopamine receptor (human) agonism | 0.58% of 410,000 active | D3R DiscoveRx beta-arrestin cells, luminescence, 90 min | max activation, % | AID 652048 | P35462; in the data active = max activation above about 30%; note: 0% is about no effect; mostly tested at two doses, the higher about 12 µM
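Cells at 1500/well, incubated overnight, then treated with pinned compounds (dopamine as control) for 90 min at 37 degrees C. DiscoveRx reagent added for 30 - 60 minutes at room temperature; luminescence read.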
GLP1R inv ag: GLP-1 receptor (human) inverse agonism | P43220 | HEK293 GLP-1R CRE-luciferase, luminescence, 24 h; GLP-1R form is constitutively active | AID 624417 | 1.6% of 410,000 active | Potency, µM (highest dose often 38.3 µM), for inactives: at the top dose activity change, negative = inhibition, usual class: inhibitors; note: potency is the fitted concentration of half-maximal effect; % is set by controls: 0 for no effect and ±100 for the full control effect; nearly all actives have a fitted effect of over 55% in size
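qHTS in 1536-well format: reporter HEK293 cells expressing constitutive GLP-1R activity in DMEM + 10% Nu serum, 24 hr with compounds at 37 deg C, luminescence read after 12 min with detection reagent.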
WRN helicase inh: WRN helicase (human) inhibition. Q14191. WRN helicase unwinding, fluorescent forked duplex, kinetic. Potency, µM (top dose mostly 114 µM), for inactives: at the highest dose activity change, negative = inhibition, most hits filed as inhibitors. 0.46% of 360,000 active; note: potency is the fitted concentration of half-maximal effect; % is set by controls: 0 for no effect and ±100 for the full control effect; nearly all actives have a fitted effect of over 55% in size
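WRN at 20 nM final preincubated with compound 15 min at room temperature; reaction started with 100 nM fluorophore/quencher forked duplex oligonucleotide and 2 mM ATP final. Unwinding followed kinetically by red fluorescence (ex 525, em 598 nm).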
IL2 activator: IL-2 activation; IL-2 activation reporter assay, cell-based qHTS; stimulated with anti-CD3/CD4/CD28 beads; in transgenic mouse T cells; activation, % (series mostly up to about 46 µM); 0.065% of 360,000 active; in the data active = activation above about 50%; inconclusive = mostly about 30% to 49%; note: 0% is about no effect
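Using fluorescent plate cytometry, EGFP and DsRed are detected in transgenic mouse T cells stimulated 18 h at 37 degrees C with antibody-coated beads after 60 min compound pretreatment.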
HEK293 tox: cytotoxic in the GLP-1 receptor inverse agonist counter-screen; Potency, µM (doses to about 38.3 µM), without a hit: at the top dose activity change, negative = inhibition, hits mostly inhibitors; 0.13% of 410,000 active; HEK293 cAMP-luciferase reporter cells, luminescence, 24 h;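 note: loss of luciferase light is scored as toxicity; potency is the fitted concentration of half-maximal effect; % is set by controls: 0 for no effect and ±100 for the full control effect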
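MLSMR compounds, 24 hr on cells at 37 deg C/5% CO2; luminescence after luciferase reagent (12 min RT). Inhibition counted as the undesired cytotoxic outcome.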
GLP1R ag: activates the human GLP-1 receptor; AID 624172; 0.007% of 380,000 active; Potency, µM (series often up to 45.6 µM), for inactives: top-dose activation, usual class: activators; P43220; HEK293 GLP-1R CRE-luciferase, luminescence, 4-6 h; cells express a hypersensitive GLP-1R form; note: potency is the fitted concentration of half-maximal effect; % of control where 0% means no effect
PLK1 PBD inh: inhibitors of human PLK1 polo-box domain binding; P53350; Plk1 PBD binding of FITC phosphopeptide, fluorescence polarization; Potency, µM, for inactives: max response, negative = inhibition, actives largely listed as inhibitors; 2.8% of 360,000 active; note: potency is the fitted concentration of half-maximal effect; series mostly up to about 57 µM; % is set by controls: 0 for no effect and ±100 for the full control effect; nearly all actives have a fitted effect of over 65% in size
* hit, by the source's call; u = inconclusive; x = no result given; [ ] = dose if it differs, or a comment. Unless noted, calls come from the whole dose curve; as a rule, active = well fitted curve in the direction sought with a large enough effect; inconclusive = small, poorly fitted or top-dose-only effect, or another doubt; inactive = no such curve, though single readings can be large; an effect the other way counts as inactive or inconclusive.

SMILES	PI5P4K alpha inh	D3 antag	D3 ag	GLP1R inv ag	WRN helicase inh	IL2 activator	HEK293 tox	GLP1R ag	PLK1 PBD inh
CC(NC(=O)CSc1nc2sc3c(c2c(=O)n1-c1ccccc1)CCCC3)c1ccccc1 (stereo not given)	x	-7.9	-19.2	8.91µM*	-4.2%	2.3	-17.3%	0.4%	-7.1%
Cc1ccc2nc(-c3ccccc3)cc(C(=O)Nc3cccnc3)c2c1	1.0	74.7	7.6	6.8%	1.1%	0.0	-0.9%	-16.3%	3.9%
c1ccc(-c2nc(C3CCCCC3)c3sccc3n2)cc1	28.4	13.2	-2.9	7.9%	-1.9%	-3.0	-28.9%	3.8%	5.1%
COc1ccc(NC(=S)N/C(=N/S(=O)(=O)c2ccc(C)cc2)c2ccccc2)cc1	-6.9	-18.2	2.2	4.9%	3.4%	2.8	-11.2%	1.9%	-27.7%
CCOc1ccc(NC(=O)CSc2ccc(-c3ccccn3)nn2)cc1	0.1	10.2	2.0	0.0%	-25.6%	3.4	-3.9%	-6.9%	-8.8%
CC(OC(=O)Cc1ccc(Cl)cc1)C(=O)NC1CCCCC1C (stereo not given)	2.0	-13.5	3.4	u	-30.2%	0.4	-2.0%	6.5%	-10.2%
CCC1CCCCN1C(=O)Cn1c(=O)n(CCC(=O)NCc2ccco2)c(=O)c2sccc21 (stereo not given)	16.3	-1.3	-2.7	2.9%	0.4%	-0.5	-1.1%	-0.2%	-2.2%
Cc1ccc(OCCOCCN2CCCCC2)c([N+](=O)[O-])c1	1.1	-16.6	-10.9	-8.7%	-1.3%	-0.6	11.8%	1.3%	-5.2%
COc1ccc(/C=N/NC(=O)c2cc[n+]([O-])cc2)cc1OC	4.6	2.5	22.2	34.8%[activator]	-2.2%	6.7	9.5%	1.7%	27.8%
COc1ccc(S(=O)(=O)N/N=C\c2ccc(OC)c(COc3ccc(C)cc3[N+](=O)[O-])c2)cc1	-5.3	-59.9*	-1.0	u	1.4%	-1.2	u	2.6%	-3.9%
O=C(CSc1ncc(C(F)(F)F)cc1Cl)N1CCNC1=O	-9.8	-4.9	2.5	2.9%	6.3%	0.2	1.6%	17.6%	26.7µM*
CCCc1nc2ccc(Br)cn2c1Cc1ccccc1OC	1.7	-19.2	77.6*	u	-9.2%	-0.1	-23.5%	-1.1%	-12.6%
Cc1ccc(C(=O)Nc2ccc(-c3nc4ccccc4s3)cc2C)cc1C	x	x	8.0	24.4%	x	x	-0.1%	23.9%	x
Nc1ncnc2c1nc(Br)n2[C@@H]1O[C@@H]2COP(=O)(O)O[C@H]2[C@H]1O	4.0	-2.6	13.2	14.7%	-9.3%	0.6	9.6%	-4.4%	-14.1%
Nc1ccc2nc3c(=O)[nH]c(=S)[nH]c3nc2c1	-105.5*	-11.4	-15.6	4.1%	7.08µM*	3.7	56.3%[activator]	-0.3%	2.67µM*
O=C(/C=C/c1ccccc1Cl)OCC(=O)N1CCc2ccccc21	-1.1	4.8	3.6	-0.9%	-2.0%	-2.1	-25.5%	9.8%	-1.3%
CCOc1ccccc1NC(=S)N1CCN(c2nc(-c3cccc(OC)c3)cs2)CC1	-4.5	-29.0	-0.7	u	-12.5%[11.6 µM]	-2.9	7.9%	0.4%	-13.1%
COc1ccc(-c2cc3ccccc3oc2=O)cc1NC(=O)c1ccc(Br)o1	-11.7	11.5	3.4	5.1%	-10.1%[11.6 µM]	-0.4	-18.1%	-8.2%	-8.3%
S=c1[nH]nc(-c2cccc(Cl)c2)n1/N=C/c1ccc(-c2ccccc2Br)o1	-2.1	-8.2	-12.8	-0.4%	5.2%	0.6	2.3%	1.0%	-7.1%
CCN1CCN(C(=O)C2CCN(c3nnc(-n4c(C)ccc4C)s3)CC2)CC1	2.3	7.2	0.1	8.6%	-0.5%	-2.4	-32.0%	-5.7%	-8.4%

Whole records from above. Screens in order: PI5P4K alpha inh, D3 antag, D3 ag, GLP1R inv ag, WRN helicase inh, IL2 activator, HEK293 tox, GLP1R ag, PLK1 PBD inh
`COc1ccc(-c2cc3ccccc3oc2=O)cc1NC(=O)c1ccc(Br)o1` in the list: -11.7, 11.5, 3.4, 5.1%, -10.1%[11.6 µM], -0.4, -18.1%, -8.2%, -8.3%
`O=C(CSc1ncc(C(F)(F)F)cc1Cl)N1CCNC1=O` in the list: -9.8, -4.9, 2.5, 2.9%, 6.3%, 0.2, 1.6%, 17.6%, 26.7µM*

Next part:
SMILES	PI5P4K alpha inh	D3 antag	D3 ag	GLP1R inv ag	WRN helicase inh	IL2 activator	HEK293 tox	GLP1R ag	PLK1 PBD inh
COc1ccc(Br)cc1CNC(=O)Cc1c(C(=O)O)[nH]c2ccc(Cl)cc12	-4.5	-11.3	0.9	1.3%[7.66 µM]	-17.0%	3.9	0.0%[7.66 µM]	2.8%	u
CCOC(=O)[C@@H]1[C@H]2COc3ccccc3[C@H]2N2C(=O)N(c3ccccc3)C(=O)[C@]12C	-2.2	-0.2	-8.6	3.0%	0.7%	0.0	-8.0%	-3.5%	3.7%
Cn1c(SCC(=O)NC(=O)Cc2ccccc2)nnc1-c1ccc(F)cc1	1.7	11.2	2.3	5.6%	-8.5%	-0.4	2.5%	10.7%	2.1%
CCCOc1ccc(C(=O)N2CCCC2C(=O)O)cc1 (stereo not given)	x	-60.9*	1.1	0.9%	-12.6%	-1.6	14.7%	24.2%	0.9%
Clc1cc(Br)ccc1OCCOCCN1CCCC1	5.0	-81.1*	-18.4	u	-0.1%	-0.3	11.7%	-4.2%	-2.4%
Cc1ccc(-n2nc(C)c3c(C)c(CCC(=O)NCCCOC(C)C)c(C)nc32)cc1	5.2	11.9	2.0	-13.8%	-3.5%	-1.9	-5.5%	-0.8%	-12.4%
C=C1CC(Cn2cc(Br)c(=O)[nH]c2=O)(c2ccc(-c3ccccc3)cc2)OC1=O (stereo not given)	-19.6	-89.0*	-4.1	-66.8%	u	-0.6	-29.1%	-4.9%	23.8µM*
Cc1ccc(N(CC(=O)NCCc2ccccc2C)S(=O)(=O)N(C)C)cc1	x	x	-7.7	u	x	x	0.0%	-0.6%	x
COC(=O)Oc1cncc(C(=O)O)c1	-0.7	-22.5	1.5	11.3%	-0.8%	-0.4	15.7%	0.8%	-5.0%
CC(C)(C)c1ccc(/C=C/C(=O)NCCCn2ccnc2)cc1	-1.3	11.1	-7.7	-26.6%	0.5%	0.1	2.0%	9.8%	5.0%

Individual results from above:
D3 ag, COC(=O)Oc1cncc(C(=O)O)c1 stands at 1.5
GLP1R inv ag, Cn1c(SCC(=O)NC(=O)Cc2ccccc2)nnc1-c1ccc(F)cc1 stands at 5.6%

Remaining list, next part:
SMILES	PI5P4K alpha inh	D3 antag	D3 ag	GLP1R inv ag	WRN helicase inh	IL2 activator	HEK293 tox	GLP1R ag	PLK1 PBD inh
c1ccc(CN2CCN(c3nc4ccccc4s3)CC2)cc1	11.6	-21.0	-6.9	-29.5%	0.7%	0.0	-0.8%	8.9%	-11.0%
N#CCCN1CCN(Cn2c3ccccc3c3ccccc32)CC1	-1.4	11.7	5.5	-26.3%	3.3%	0.3	-6.6%	-6.5%	-3.4%
O=C(COc1ccc(F)cc1)N(Cc1ccco1)C1CCS(=O)(=O)C1 (stereo not given)	1.4	-14.4	-7.5	13.3%	3.1%	-1.9	-4.2%	-3.3%	-19.6%
O=C1NC2(CCCCCC2)C(=O)N1Cc1cccc([N+](=O)[O-])c1	-22.5	12.4	3.7	-21.4%	-20.6%	-0.3	-1.9%	7.9%	26.7µM*
Cn1c2ccccc2c2cc(/C=C(\NC(=O)c3ccccc3)C(=O)NCC(=O)O)ccc21	1.2	16.8	11.5	9.9%	-5.9%	-0.7	53.7%[activator]	-0.2%	0.6%
COc1ccc(/C=C(\NC(=O)c2ccc(C)cc2)C(=O)N2CCCCC2)cc1	7.8	8.9	3.2	-26.1%	-0.5%	-0.1	-6.7%	-3.3%	-5.5%
Cc1nc2ccc(NC(=S)N3CCC(C)CC3)cc2nc1C	-1.3	17.6	0.2	42.4%[activator]	1.7%	0.2	28.6%	14.7%	0.7%
CCOc1ccccc1NC(=O)C1CCN(S(=O)(=O)c2c(C)noc2/C=C/c2ccc(C)cc2)CC1	x	x	-13.4	3.2%	x	x	-0.3%	-2.3%	x
COc1ccc(NC2CCCN(C(=O)c3csc(C(C)C)n3)C2)cc1OC (stereo not given)	-2.6	8.3	10.4	14.6%	-30.9%	-2.6	16.4%	-8.8%	-8.3%
Cc1ccc(C(=O)Nc2ncc([N+](=O)[O-])s2)cc1	-27.9	0.5	-13.3	1.12µM*	-3.6%	-0.5	-23.7%	-6.5%	-11.0%
CCOC(=O)N1CCC(N2CC34C=CC(O3)C(C(=O)Nc3ccc(C)cc3)C4C2=O)CC1 (stereo not given)	-0.5	-7.8	3.6	8.0%	3.2%	-1.3	6.0%	-0.1%	-2.4%
O=C(c1cn(-c2ccccc2)nc1-c1ccc(Cl)cc1)N1CCOCC1	-4.3	-19.3	-4.8	u	-35.9%[57.1 µM]	2.5	2.1%	2.7%	-9.4%
COc1ccc(N(C=O)C(C(=O)Nc2c(C)cccc2C)c2ccccc2)cc1 (stereo not given)	-10.6	-17.3	2.2	-1.7%	-2.9%	0.5	6.6%	-2.1%	2.5%
Cc1nn(C(=O)c2ccco2)c(C)c1Sc1ccccc1	14.9	-9.9	0.4	1.5%	-0.2%	14.1	-9.6%	-2.0%	-9.5%
COc1ccccc1C1=NOC(COc2ccc3c(C)cc(=O)oc3c2)C1 (stereo not given)	-1.1	-26.7	4.0	u	-8.9%	1.3	-35.3%	u	10.4%
CN(C)c1ccc(N=Nc2ccccc2Br)cc1	28.7	-26.4	-14.8	u	-13.0%	-1.5	u	-4.2%	-0.4%
CCc1ccc(CN(C)C(C)C(=O)Nc2ccc(S(=O)(=O)N3CCCC3)cc2)cc1 (stereo not given)	-1.7	-1.0	-26.4	u	-4.8%	-5.3	-6.2%	5.3%	5.3%
Cc1ccc(Nc2nc(N)nc(CN3CCC(C)CC3)n2)c(C)c1	-2.5	-18.6	-1.0	-21.9%	-3.5%	-1.9	3.6%	2.9%	-15.2%
Cn1c(-c2ccc(C(C)(C)C)cc2)n[nH]c1=S	-16.8	u	1.7	-27.7%	0.5%	-0.1	-13.1%	-2.3%	-3.1%
O=C(N/N=C/c1ccc(O)cc1)c1ccncc1	-0.4	-25.0	2.6	27.7%	4.4%	-2.2	12.2%	-2.1%	5.0%

Compound activity as filed in PubChem BioAssay.
